From PubChem BioAssay
iPSC survival up – enhancers of single-cell hiPSC survival, primary screen, ATPlite luminescence | 100% = ROCK inhibitor wells, 0% = DMSO | survival enhancement, % at 20 µM | 360,000 tested, 0.044% active | AID 602274, 2012; in the data active = survival enhancement above about 18%;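 note: cells exposed to compounds for 16 hours before the ATP read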
Cardio protect – cardioprotection against H2O2-induced cell death, primary screen, uHTS, H9c2 cells, ATPLite luminescence; H9c2 cardiomyocytes, H2O2 injury protection, 2 h; protection from H2O2 cell death, % at 20 µM; 360,000 tested, 0.63% active; AID 588492, 2011;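 active = compounds giving at least 50% protection of heart cells from peroxide-induced death in the single-dose screen, raw or plate-pattern-corrected value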;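 note: 0% = DMSO wells with peroxide and 100% = DMSO wells without peroxide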
MC4R antag cAMP – MC4R antagonists of cAMP signaling, primary screen, cell-based, TR-FRET, antagonist arm of biased-ligand search | Melanocortin receptor 4 (Homo sapiens), P32245 | 360,000 tested, 0.48% active | MC4R-expressing cells, MTII-stimulated cAMP, LANCE TR-FRET | inhibition, % at 6.5 µM;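 active = inhibition above its plate's cutoff, the mean of tested wells on that plate plus 3 SD, cut at about 29% in these data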;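 note: 0% = Melanotan II alone and 100% = Melanotan II plus saturating MCL0020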
Target sequence (P32245 whole entry, looked up): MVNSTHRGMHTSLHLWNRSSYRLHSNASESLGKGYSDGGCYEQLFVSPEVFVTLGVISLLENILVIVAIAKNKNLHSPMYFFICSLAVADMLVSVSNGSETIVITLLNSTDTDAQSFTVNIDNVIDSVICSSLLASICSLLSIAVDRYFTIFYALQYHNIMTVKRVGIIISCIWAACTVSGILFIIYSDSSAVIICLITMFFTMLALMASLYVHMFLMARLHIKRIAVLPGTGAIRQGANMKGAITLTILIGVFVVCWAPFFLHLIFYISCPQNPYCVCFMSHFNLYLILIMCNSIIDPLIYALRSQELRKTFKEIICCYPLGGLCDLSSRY
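Assay system: U2OS cells stably expressing human melanocortin 4 receptor (MC4R) / Dosing: 6.5 µM / Timing: compound 30 min, challenge 1 h, detection 1 h / Measured by: Eu-cAMP/anti-cAMP TR-FRET, emission 671 nm / Replicates: singlicate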
ABHD5 PLIN5 PPI – ABHD5-PLIN5 interaction inhibitors, primary screen, cell lysate, split luciferase complementation, luminescence; 360,000 tested, 0.78% active; inhibition, % at 4 µM; Perilipin-5 (Homo sapiens) + 1-acylglycerol-3-phosphate O-acyltransferase ABHD5 (Homo …; AID 602281, 2012; Split G. princeps luciferase complementation, 4 h;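 active = inhibition above the mean inhibition across every tested compound plus 3 SD, cut at about 22% in these data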;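 note: 0% = DMSO only wells and the 100% control is not disclosed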
Exocytosis inh – LAMP-1 surface exposure blockers, TALL-104 cells – cell-based, flow cytometry, MLPCN library, primary screen. TALL-104 LAMP-1 surface exposure; cells stimulated with thapsigargin and PMA. inhibition, % at 10 µM. 360,000 tested, 0.66% active. AID 651702, 2012;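 active = inhibition above about 55%, limit read from the data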
ABCB6 inh MLPCN – ABCB6 transporter inhibitors, primary screen, K562-ABCB6 cells, flow cytometry, MLPCN library; fluorescence ratio to DMSO, % at 10 µM; ATP-binding cassette sub-family B member 6 (Homo sapiens), Q9NP58; AID 602162, 2011; K562-ABCB6 porphyrin accumulation, 1 h; stronger effect = lower value; 360,000 tested, 0.19% active;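 active = fluorescence ratio to DMSO below 75%, the collection mean minus 3 SD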;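 note: signal is porphyrin accumulated inside mitochondria; 100% equals median channel fluorescence of DMSO control wells; lower ratio means ABCB6 inhibition with less porphyrin fluorescence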
MC4R ag barr – MC4R agonists recruiting beta-arrestin, primary screen, cell-based, luminescence, agonist arm of biased-ligand search | Melanocortin receptor 4 (Homo sapiens), P32245 | U2OS MC4R beta-arrestin complementation; percent of melanotan II response, DMSO zero | activation, % at 8.9 µM | 360,000 tested, 0.98% active;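 active = activation above a per-plate cutoff, the mean activation of sample wells on that plate plus 3 SD, cut at about 8% in these data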
HTR2A ag – mouse Htr2a agonists via beta-arrestin recruitment, primary screen, cell-based, luminescence | 5-hydroxytryptamine receptor 2A (Mus musculus), P35363 | CHO-K1 mHTR2A beta-arrestin complementation; percent of 30 µM serotonin response | activation, % at 7.6 µM | 360,000 tested, 0.66% active | AID 624169, 2012;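 active = activation above a run cutoff, the mean activation of all tested compounds plus 3 SD, cut at about 14% in these data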;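 note: 0% = plate median of compound wells and 100% = 30 µM serotonin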
Target sequence (P35363 whole entry, looked up): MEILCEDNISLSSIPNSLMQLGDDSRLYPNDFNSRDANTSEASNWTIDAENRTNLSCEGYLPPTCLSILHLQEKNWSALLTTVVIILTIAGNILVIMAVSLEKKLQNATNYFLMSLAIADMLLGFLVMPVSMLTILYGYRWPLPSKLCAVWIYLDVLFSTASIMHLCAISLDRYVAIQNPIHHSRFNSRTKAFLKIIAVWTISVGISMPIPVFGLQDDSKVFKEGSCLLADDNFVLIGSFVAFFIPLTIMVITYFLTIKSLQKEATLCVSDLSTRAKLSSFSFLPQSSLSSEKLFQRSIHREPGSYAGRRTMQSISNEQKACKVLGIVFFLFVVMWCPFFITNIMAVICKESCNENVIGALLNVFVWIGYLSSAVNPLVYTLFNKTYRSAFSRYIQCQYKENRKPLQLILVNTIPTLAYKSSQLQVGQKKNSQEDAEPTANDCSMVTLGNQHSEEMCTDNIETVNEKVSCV
aDG glyco up – activators of alpha-DG glycosylation, primary screen, uHTS, Pro5-aDG cells, AlphaScreen; alpha-DG glycosylation AlphaScreen (IIH6); 0% Pro5, 100% B10-LARGE cell signal; activation, % at 10 µM; 360,000 tested, 0.22% active; AID 624168, 2012;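 active = activation of at least 8% versus controls, or a plate z-score of at least 8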;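 note: Pro5 are CHO cells carrying HIG-tagged alpha-DG that lacks glycosylation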
Glyco luc inh – increase of ERlucT glycosylation luciferase signal, primary screen, N-linked glycosylation inhibitor project, D54 ERlucT cells, luminescence, set 2; 360,000 tested, 0.23% active; D54 ERlucT glycosylation luciferase reporter, 24 h; percent of 100 nM tunicamycin response; reporter increase, % at 12.5 µM; AID 588692, 2011;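 active = mean luciferase reporter signal, scaled so untreated is 0 and the glycosylation-blocking control 100, at or above a set limit in every replicate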;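 note: luciferase carries N-glycosylation sites so blocking glycosylation raises the light; 0% = median of neutral control wells and 100% = median of 100 nM tunicamycin wells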
Starred values were filed as active, the others as inactive; / = not tested or not shown; & = joins results of further samples.

SMILES	iPSC survival up	Cardio protect	MC4R antag cAMP	ABHD5 PLIN5 PPI	Exocytosis inh	ABCB6 inh MLPCN	MC4R ag barr	HTR2A ag	aDG glyco up	Glyco luc inh
COC(=O)[C@H](C)NC(=O)NCc1ccc(F)cc1	2.8	-1.4	18.0	-9.0	3.5	105.0	2.7	13.7	0.1	0.7
COC(=O)C(C)Sc1nnc(Cc2cc(=O)[nH]c(=O)[nH]2)n1-c1cc(C)ccc1C (stereo unspecified)	2.0	-3.4	-1.1	-2.7	-4.3	102.0	-1.2	31.4*	-0.1	0.5
Cc1cccc(N(CC(=O)NC(C)(C)C)C(=O)CCC(=O)Nc2nccs2)c1	-0.3	2.2	-3.9	10.5	-5.2	99.0	0.3	8.1	0.0	2.4
O=C(NCC1CCCO1)c1ccc2c(=O)n(CC3CCCO3)c(SCC(=O)N3CCCC3)nc2c1 (stereo unspecified)	0.3	-0.5	24.9	-0.4	1.9	97.0	0.0	4.9	-0.3	0.8
COC(Cc1nnc(SC)n1-c1ccc(Cl)cc1)OC	1.0	-5.1	-2.6	4.9	0.3	102.0	-0.5	-2.1	-0.2	2.0
COc1cccc(CC(NC(C)=O)C(=O)NC2CCN(C(=O)C3CCCCC3)CC2)c1OC (stereo unspecified)	-0.2	4.6	0.2	-2.3	-8.6	97.0	0.7	4.9	-0.1	0.1
Cc1c(N=Cc2cccs2)c(=O)n(-c2ccccc2)n1C	0.1	-1.3	5.0	-2.0	1.2	96.0	0.8	0.2	-0.2	-0.9
O=C(Nc1ccc(-c2noc(COc3ccccc3Cl)n2)cc1)c1ccco1	-2.8	-16.9	0.3	8.0	-7.5	99.0	26.8*	1.1	2.0	-4.9
Cc1cccc(C)c1-n1nnnc1C(c1ccnc2ccccc12)N1CCN(C(=O)OC(C)(C)C)CC1 (stereo unspecified)	-0.4	/	/	-2.5	-2.0	97.0	/	3.7	-0.2	/
COc1ccccc1/C=N/OCc1cc(C(C)=O)ccc1OC	-0.7	8.0	1.2	1.0	11.0	104.0	1.4	4.2	-0.1	1.5
Nc1nc(Nc2ccccc2)sc1C(=O)c1ccccc1	0.0	-5.7	5.7	2.0	7.3	97.0	-1.4	-6.7	-0.1	28.5*
CCOc1ccc(C(=O)NC2CCN(S(C)(=O)=O)CC2)cc1	3.8	13.2	-2.5	4.3	1.8	93.0	-0.7	0.6	-0.3	0.1
Cc1ccc(CNC(=O)CCS(=O)(=O)c2cccc3nsnc23)cc1	-1.1	1.3	-1.1	-2.0	0.1	97.0	-0.2	2.3	0.0	0.9
O=S(=O)(c1ccc(N2CCN(CCO)CC2)nc1)N1CCCCC1	-1.7	1.0	-4.3	1.3	-1.4	94.0	-2.3	3.0	-0.1	-0.8
Cc1oc(-c2cccs2)nc1CN1CCN(C(C)C)C(CCO)C1 (stereo unspecified)	-0.3	3.9	1.7	1.5	-0.1	95.0	-2.7	-5.9	-0.1	0.3
COc1ccc(S(=O)(=O)N2CCN(C(=O)CSC(=S)N3CCCC3)CC2)cc1	0.4	-6.5	-4.8	-4.4	-1.0	98.0	-0.2	2.7	0.1	1.5
Cc1cc(C(=O)NNc2ccc(F)cc2)no1	-0.3	1.7	2.4	1.5	3.6	98.0	-0.7	9.5	0.0	2.1
CN1OC[C@@H]2CN(C(=S)NCCc3ccccc3)[C@H](c3ccc(N4CCCCC4)cc3)C[C@@H]21	-2.8	7.6	/	-6.5	-1.5	101.0	/	-3.3	-0.2	-2.4
CC(C)Cn1c(=O)c(C(=O)Nc2ccncc2)c(O)c2ccccc21	-0.4	-10.9	14.1	4.5	-4.3	120.0	-0.5	0.3	1.4	-2.4
CC(=O)c1ccc(OCCCC(=O)OCC(=O)Nc2c(C)nn(-c3ccccc3)c2C)cc1	-0.2	5.2	6.0	-4.7	-1.2	97.0	3.7	10.0	0.0	2.4
CC(=O)N1c2ccc(S(=O)(=O)NCC3CCC(C(=O)N4CC(C)CC(C)C4)CC3)cc2CC1C (stereo unspecified)	-0.1	-7.6	0.1	-0.8	0.7	99.0	-2.5	2.1	0.9	-1.9
CSc1ncccc1C(=O)NC1CCCCCCC1	0.2	3.8	5.3	-5.0	10.0	92.0	-1.0	-4.1	0.1	-0.4
Cc1nn(C)cc1S(=O)(=O)N1CCN(c2ccccc2F)CC1	0.1	0.9	13.1	4.1	-1.0	99.0	-1.4	-1.4	0.2	12.9
O=C(Nc1ccccc1)Nc1nnc(Cc2ccc(F)cc2)s1	-0.9	-8.8	0.3	-8.7	2.4	94.0	4.0	-0.5	0.1	1.4
CCn1c(N)c(Br)c(=O)[nH]c1=O	5.4	39.5	-6.4	-4.8	-2.2	98.0	-1.9	-0.5	-0.1	1.2
(listing goes on)
SMILES	iPSC survival up	Cardio protect	MC4R antag cAMP	ABHD5 PLIN5 PPI	Exocytosis inh	ABCB6 inh MLPCN	MC4R ag barr	HTR2A ag	aDG glyco up	Glyco luc inh
CCN(CC(=O)NCc1ccc(Cl)cc1)CC(=O)Nc1ccc(C(N)=O)cc1	-0.1	-0.8	15.9	1.3	-2.2	107.0	0.4	-0.2	0.1	0.3
Cc1[nH]n(-c2ccc([N+](=O)[O-])cc2)c(=O)c1C=NCCN1CCN(C(=O)C(C)C)CC1	-0.5	-9.1	-1.9	1.9	-0.4	101.0	-1.8	-1.3	-0.2	3.7
COC(=O)C1C(O)=C(C=NC2CCCCC2)C(=O)CC1(C)C (stereo unspecified)	-0.6	8.3	3.0	-6.4	-1.3	98.0	-0.9	-0.5	0.9	0.8
COc1ccc(CN2CCOCC2)c(C)c1C	-2.4	6.9	6.4	-0.8	-0.4	100.0	-0.4	-0.7	0.0	-0.6
Cc1ccc(SCCC(=O)NC(C)(C)C)cc1	1.2	-3.3	-0.1	2.4	-5.2	97.0	-0.8	-0.3	0.1	2.3
C[C@@H]1ON(C)[C@H]2C[C@H]3c4[nH]c5ccc(-c6ccc7c(c6)OCO7)cc5c4CCN3C[C@@H]12	-1.4	62.2*	19.2	3.0	12.7	104.0	1.7	-7.6	-0.1	-4.8
Cc1c(C(=O)c2cccc(F)c2)c2ccccn2c1CCC#N	5.2	-1.1	9.8	-1.5	-3.4	96.0	-2.4	-0.7	0.9	2.5
O=C(O)COc1ccccc1/C=N/NC(=O)c1ccc(F)cc1	0.3	-16.9	16.2	1.5	1.4	104.0	3.2	1.4	0.2	1.5
COc1ccccc1OC(C)C(=O)N1CCc2ccccc21 (stereo unspecified)	-0.2	4.7	0.8	-1.7	-4.0	97.0	-2.2	0.5	2.4	-0.8
CCOc1ccc(N(CC(=O)NC2CC3CCC2C3)S(=O)(=O)c2ccccc2)cc1 (stereo unspecified)	-0.6	7.0	0.4	-4.6	32.1	95.0	1.6	13.2	0.3	-3.2
CC(=O)Oc1c2occc2cc2ccc(=O)oc12	-1.1	1.9	-1.2	7.5	3.0	103.0	-0.5	1.5	1.2	-1.0
Cc1nnc(NC(=O)Nc2cccc(Cl)c2)s1	0.8	-22.5	-4.3	-13.3	-0.2	95.0	0.0	-17.3	0.2	-2.7
CC[C@]12c3[nH]c4cc(-c5ccco5)ccc4c3CCN1C(=O)[C@@H](CC(=O)NCc1cccc(C(F)(F)F)c1)C[C@@H]2C(=O)N1CCN(C(=O)C2CC2)CC1	-1.2	1.4	6.0	19.5	3.9	102.0	0.5	3.1	0.4	2.1
O=C(NN1C(=O)/C(=C\c2cccnc2)SC1=S)C(c1ccccc1)c1ccccc1	-0.5	60.3*	1.0	5.7	2.5	100.0	4.8	5.9	-0.4	-6.7
CCCCNc1c(-c2ccc(SC3CCCCC3)cc2)nc2ccccn12	-2.2&-1.5	-22.7	6.0	-1.3&-2.3	12.5&12.8	102.0&96.0	1.5	5.0&-9.0	3.8&0.4	-10.4
N#CCSc1nc2c(sc(=S)n2Cc2ccco2)c(=O)n1-c1ccc(F)cc1	-1.5	5.1	4.0	7.8	-4.5	86.0	-0.8	-1.0	0.2	-4.8
Cc1ccc(C)c(C(=O)CC2(O)C(=O)Nc3ccccc32)c1 (stereo unspecified)	6.1	-3.0	9.4	6.0	2.3	100.0	-0.4	2.7	0.1	0.5
Cc1cccc(C)c1NC(=S)NC(=O)c1cccc(Cl)c1	-0.9	-7.0	/	-7.0	5.3	95.0	/	-3.8	0.0	-1.6
COC(=O)/C(=N/Nc1ccccc1OC)N1CCCc2ccccc21	-0.5	-2.5	-3.4	0.6	8.1	100.0	-1.8	0.8	-0.2	-0.7
CCOc1ccc(N/C=C/C(=O)c2ccc(OC)cc2)cc1	-0.8	-2.7	-5.1	-1.4	-1.3	93.0	-1.3	-2.6	-0.1	-2.1
O=C1OCCN/C1=C\C(=O)c1ccc(Cl)cc1	1.2	-2.8	1.2	-6.6	-3.6	101.0	0.2	-1.6	0.0	-0.7
CC1CCCN(C(=O)c2ccc(S(=O)(=O)Nc3ccccc3Cl)cc2)C1 (stereo unspecified)	0.5	-4.1	5.0	-0.6	-2.1	94.0	-0.4	0.3	0.1	-0.3
COC(=O)c1sccc1NC(=S)Nc1ccc(OC)cc1	0.7	5.2	4.3	-3.4	0.7	94.0	-2.1	6.3	0.0	-1.3
CC(=O)c1ccc(NC(=S)Nc2ccc(Br)c(Cl)c2)cc1	-0.8	-16.7	-10.4	-2.4	6.3	95.0	-1.2	1.2	-0.4	1.4
O=C(C1CCN(S(=O)(=O)c2cccc3nsnc23)CC1)N1CC=C(c2ccccc2)CC1	-2.2	-16.0	2.5	3.2	2.4	91.0	0.7	5.6	0.0	-2.3
CC(=O)c1cccc(NC(=O)c2ccncc2)c1	-1.3	-5.2	4.6	0.7	0.6	96.0	-1.0	12.0	0.2	-0.1
CCn1cc(S(=O)(=O)Nc2ccc(Cl)cc2F)cn1	0.3	2.3	2.9	2.5	15.3	98.0	-2.3	6.0	0.2	0.5
COc1ccc(CNC(=O)CCCNS(=O)(=O)c2cccc3nonc23)cc1	-2.1	0.2	-8.2	-5.0	-1.4	94.0	-1.6	3.2	-0.1	0.9
COCCN1CCN(C(=O)c2cc(COc3cncc(Cl)c3)on2)CC1	-0.4	-1.7	-0.3	2.0	19.5	101.0	1.6	-0.4	0.0	-0.8
